Screens deposited in PubChem BioAssay by several laboratories.
Dynein cargo inh: inhibitors of GR-EGFP nuclear translocation, primary screen, dynein cargo transport inhibitor project, imaging, high-content, 3617.4 mouse cells. 0.47% of 220,000 active. z-score, hits read low. AID 1381, 2008. test concentration mostly 20 µM; stimulated with dexamethasone, 1 µM; stronger effect = lower value;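 active = plate z-score of nuclear minus cytoplasmic receptor signal below a set negative limit, without overly bright fluorescence or cell loss, cut at about -3.5 in these data, passing the limit was not always enough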;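 note: z-score of nuclear minus cytoplasmic ring GR-EGFP intensity difference per well; some compounds called inactive have numbers as strong as hits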
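Schedule: 48 h induction, then 1 h compound, then 30 min agonist, 37 °C. Buffer or medium: tetracycline-free induction medium containing charcoal-stripped FBS. Reagent: 1.0 µM final dexamethasone stimulus. Evaluation: nuclear versus cytoplasmic GR-EGFP signal, averaged per well. Signal: high-content fluorescence imaging after fixation.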
P. falciparum M1AAP: P. falciparum M1AAP inhibitors, biochemical, fluorogenic H-Leu-NHMec substrate, 1536-well (AID 1445). recombinant M1AAP, H-Leu-NHMec fluorogenic kinetic assay; higher % means a stronger effect. inhibition, % at 30 µM; hits with a dose series show IC50 in µM. 0.42% of 220,000 active;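 active = primary inhibition above the hit cutoff, then over 50% inhibition at one or more dose response concentrations, cut at about 23% in these data, passing the limit was not always enough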;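 note: plate controls were DMSO full reaction for no effect and no enzyme background for full effect; strong numbers were not always called active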
WT yeast gro inh: growth inhibition of WT strain, primary screen, mitochondrial fusion inhibitor project, WT and mutant strains, chemical genetic | mitochondrial fusion phenotypic screen | inhibition, % at 10 µM | 2.1% of 190,000 active | AID 1362, 2008; in the data active = inhibition above about 58%; tested in S. cerevisiae
Autophagy mod: autophagy modulators in MEF cells, primary screen, imaging, high-content, MEF GFP-LC3; MEF GFP-LC3 puncta imaging; test concentration mostly 10 µM; calls only at 10 µM (by protocol); 0.98% of 190,000 active;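 active = percentage of spot-positive cells more than 3 SD above its plate mean, without a fluorescence outlier flag or 80% toxicity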;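 note: spot-positive cell cutoff set from DMSO-treated cells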
MT stabilizer: microtubule stabilizers in HeLa cells, primary screen, imaging, high-content imaging. HeLa tubulin immunostaining HCS, 24 h; share of cells brighter than vehicle mean+2SD. 0.83% of 200,000 active. % tubulin-high responders, % at 10 µM;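 active = plate Z-score above 3 for both tubulin-high and condensed-nucleus cell shares, with cell loss under 80%, at 10 µM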;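 note: anti alpha tubulin signal scored within the nucleus-defined area of each cell; some results filed as inactive read as strong as hits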
Yfh1-off respiration: enhancers of respiration in Yfh1-depleted yeast, dose response, Friedreich's ataxia, plus single-dose screen (AID 1465); one-dose fold induction at 50 µM; EC50 in µM for titrated hits; 0.074% of 220,000 active; S. cerevisiae Yfh1-off respiration, WST-1 reduction, 72 h; higher fold induction means a stronger effect;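 active = fold induction of absorbance versus untreated yeast above a set limit, then at least 30% activation at any dose in follow-up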;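 note: activators that raise dye reduction in frataxin-depleted yeast; strong numbers were not always called active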
T cell modulator: modulators of CD8 T cell-vesicle binding, primary screen, mouse 2C CD8+ T cells, flow cytometry; 2C CD8+ T cell-vesicle binding; stronger effect = lower value; calls only at 7 µM; 0.068% of 330,000 active;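 active = response, share of CD8 T cells binding vesicles, and their 90th percentile fluorescence all below set limits, cut at about 80% in these data, passing the limit was not always enough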
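Material: murine 2C transgenic CD8+ T lymphocytes / Also added: QL9-peptide-loaded Drosophila micro-vesicles bearing Ld, ICAM-1 and B7-1 / Schedule: binding step 1.5 h, 37 °C, antibody labelling 20 min, ice / Signal: flow cytometry, PE anti-B7-1 (FL2) versus Alexa647 anti-CD8 (FL8), PFA-fixed / Evaluation: percent CD8+ FL2 mean versus row control / Benchmarks: naked versus QL9-loaded vesicles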
b-catenin transl: modulators of beta-catenin nuclear translocation, primary screen, imaging, HeLa cells, immunofluorescence, high-content. nuclear translocation activity, % at 5 µM. 0.3% of 190,000 active. AID 1665, 2009;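 active = nuclear translocation activity above 50% at 5 µM, with a well cell count of 50 or more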;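 note: per-cell ratio of nuclear to cytoplasmic median beta-catenin stain intensity; plate controls were DMSO negative control for no effect and GSK-3 inhibitor IX positive control for full effect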
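Test system: human HeLa cell line; Doses: 5 µM primary, 0.02–20 µM confirmation; Incubation: 24 h compound exposure, 37°C; Detection: beta-catenin immunofluorescence imaging with DAPI; Read-out: beta-catenin nuclear/cytoplasmic ratio, % activation.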
P. falciparum M17LAP: P. falciparum M17LAP inhibitors, primary screen, biochemical, fluorogenic H-Leu-NHMec substrate, 1536-well (AID 1619); Leucine aminopeptidase (Plasmodium falciparum (isolate 3D7)); recombinant M17LAP, H-Leu-NHMec fluorogenic kinetic assay; higher % means a stronger effect; one-dose inhibition, % at 30 µM; IC50 in µM for titrated hits; 0.38% of 220,000 active;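 active = compound inhibiting the enzyme by more than half at any dose during confirmatory dose-response retesting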;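 note: plate controls were full reaction with DMSO carrier for no effect and no enzyme background for full effect; strong numbers were not always called active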
WT yeast gro inh mutant strain: also measured in WT yeast gro inh; calls as there; inhibition, %; mitochondrial fusion phenotypic screen, mutant strain inhibition
Dynein cargo inh cytoplasmic EGFP: recorded beside Dynein cargo inh, whose call it bears; z-score; measured here: cytoplasmic GR-EGFP intensity; stronger effect = higher value
Dynein cargo inh nuclear GR-EGFP: second read-out of Dynein cargo inh, no call of its own (marks repeat the call); z-score; measured here: nuclear GR-EGFP intensity;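 lower value marks the stronger effect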
Dynein cargo inh cell count: also measured in Dynein cargo inh; calls as there; z-score; measured here: cell count per field
b-catenin transl cell count 5 µM: also measured in b-catenin transl; calls as there; cell count; measured here: cell count, cytotoxicity flag
T cell modulator vesicle-bound %: further read-out of T cell modulator, marked with its call; double positive events, %; measured here: CD8+ vesicle-bound cell fraction;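 binding gate set so that unloaded-vesicle control wells show 10% double positive cells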
MT stabilizer Hoechst-high %: further read-out of MT stabilizer, marked with its call; % Hoechst-high responders; measured here: nuclear condensation Hoechst responders;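 share of cells brighter than vehicle mean plus two SD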
MT stabilizer cytotoxicity %: also measured in MT stabilizer; calls as there; toxicity, %; measured here: cytotoxicity by cell density;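 0% = mean cell density of plate MIN control wells and 100% = no cells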
Autophagy mod cell loss 18 h: further read-out of Autophagy mod, marked with its call; toxicity, %; measured here: cell loss, nuclei count;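 cell loss after 18 h compound exposure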
Starred values were filed as active, the others as inactive; i = inactive; · = no result given; + = active, no number.

Compound	Dynein cargo inh	Dynein cargo inh cytoplasmic EGFP	Dynein cargo inh nuclear GR-EGFP	Dynein cargo inh cell count	P. falciparum M1AAP	WT yeast gro inh	WT yeast gro inh mutant strain	Autophagy mod	Autophagy mod cell loss 18 h	MT stabilizer	MT stabilizer Hoechst-high %	MT stabilizer cytotoxicity %	Yfh1-off respiration	T cell modulator	T cell modulator vesicle-bound %	b-catenin transl	b-catenin transl cell count 5 µM	P. falciparum M17LAP
Cc1cc(C(=O)Nc2c(C)nn(Cc3ccc(Cl)cc3)c2C)no1	0.93	-0.26	1.4	-1.7	1%	21	5	i	7	1.6	1.4	5.9	i	i	18	-2.3	1070	-3%
Cc1ccc(NC(=O)c2nc[nH]c2C(=O)N[C@@H](CCCCNC(=O)OC(C)(C)C)C(=O)OC(C)(C)C)cc1	0.013	-0.74	0.043	-0.31	-8%	·	·	·	·	·	·	·	i	i	18	-0.7	1363	-7%
COCCN(C(=S)Nc1cc(C)cc(C)c1)C(C)c1cccnc1 (stereo unspecified)	-0.048	-0.23	0.058	0.46	-8%	10	7	i	-4	3.6	3.3	3.2	i	i	46	0.9	1111	-5%
CCOc1ccc(-n2c(=O)[nH]c3sc4c(c3c2=O)CCCC4)cc1	1.5	0.064	0.16	-0.56	3%	18	1	i	-11	3.3	1.9	3.9	i	i	26	-1.7	1132	-2%
Cc1ccccc1OCC(O)Cn1c(SC(C)C)nc2c1c(=O)[nH]c(=O)n2C (stereo unspecified)	1.1	0.023	0.74	0.43	6%	7	-2	i	25	3.0	1.3	9.5	i	i	21	0.6	1100	6%
CC(C)(C)NCCOc1ccc(Br)cc1	-0.17	-0.14	-0.088	-0.9	-5%	-4	8	i	1	1.4	1.8	10	i	i	15	·	·	15%
CC(=O)N1CCC(N(CCN2CCOCC2)C(=S)Nc2ccc(C)cc2)CC1	-0.43	-0.33	-0.38	0.53	7%	-7	-2	i	4	2.0	3.1	9.5	i	i	59	0.2	1111	-7%
Cc1ccc(NC(=O)CN2C(=O)S/C(=C\C(=O)Nc3ccc(Cl)cc3)C2=O)cc1	0.69	0.15	-0.003	-1	-2%	11	-5	i	-1	2.4	1.9	1.7	i	i	46	-3.4	479	-6%
C/C(=C\c1ccccc1)C(=O)Nc1nccs1	-0.39	-0.26	0.038	0.45	-2%	17	36	i	-4	5.5	2.4	19	i	·	·	-0.3	895	0%
Cn1c(=O)c2c(nc(NCCCO)n2Cc2cccc(Br)c2)n(C)c1=O	0.36	-0.22	0.2	0.14	5%	13	33	i	-12	3.5	1.9	4.7	i	i	43	0.3	1090	-5%
COc1ccccc1OCC(=O)/C=C1/N(C)c2ccccc2C1(C)C	-0.21	-0.26	0.18	-0.019	11%	8	-17	i	-13	4.1	2.4	6.9	i	i	36	1.2	1057	0%
Cc1nc2c(oc3ccccc32)c(=O)o1	-1.1	-0.14	-0.49	0.74	1%	13	22	i	3	2.5	2.0	12	·	i	25	2.3	1434	2%
COc1ccc(N2CCN(C(=O)c3cccc(F)c3)CC2)c([N+](=O)[O-])c1	0.085	-0.22	0.73	-0.64	4%	17	-2	i	-13	1.5	1.3	3.9	i	i	64	2.4	824	-4%
COc1ccc(Cc2nnc(N/N=C/c3ccc(O)cc3O)[nH]c2=O)cc1OC	-0.38	-0.14	0.031	0.098	4%	2	6	i	-4	2.9	2.6	1.3	i	i	46	-0.9	932	9%
COc1ccc(/C=C2\CCCC(C(=O)C(F)(F)F)=C2O)cc1	1.3	0.23	1.1	-1.3	-1%	19	14	i	-5	1.5	0.8	7.1	i	i	46	-3.1	1114	3%
CC(=O)Nc1ccc(S(=O)(=O)N2CCC(NC(=O)C(Cc3cccn3C)NC(C)=O)CC2)cc1 (stereo unspecified)	1.4	-0.17	0.94	-1.2	-2%	-12	-10	i	1	1.9	1.4	4.5	i	i	58	1.7	1322	-8%
CCN(CC)N=Nc1cccc(NC(C)=O)c1	-0.2	-0.3	0.076	0.89	1%	-5	-1	i	13	1.5	2.0	4.1	i	i	39	0.7	1595	5%
Cn1c(=O)c(C(=O)COC(=O)c2cc(-c3ccco3)nc3ccccc23)c(N)n(CC2CC2)c1=O	-0.54	-0.17	0.13	0.57	4%	6	-7	i	-37	4.4	2.8	15	·	i	44	·	·	-1%
CC1CCCCN1C(=O)/C=C/c1ccccc1[N+](=O)[O-] (stereo unspecified)	1.1	-0.23	0.15	-0.29	-9%	-8	-17	i	-9	3.5	1.3	16	i	i	59	0.4	1470	8%
C=CCNC(=O)COC(=O)/C=C/c1cccs1	-0.25	-0.2	-0.066	0.44	8%	-3	-29	i	9	3.3	2.3	8.7	i	i	44	0.9	1027	14%
CCOC(=O)C1=C(CSc2nc(C)cc(C)c2C#N)OC(N)=C(C#N)C1c1ccccc1 (stereo unspecified)	0.58	0.0062	-0.27	-0.23	5%	-4	-3	i	3	3.0	1.3	0.7	i	i	32	-1.6	1456	16%
COc1cccc(-c2nn(-c3ccccc3)cc2C(=O)NCC(=O)O)c1	0.037	-0.25	-0.18	0.21	4%	7	14	i	2	4.4	1.6	3.7	i	i	38	-0.5	1071	16%
CCOc1ccc(NC(=O)c2ccco2)cc1	-0.47	0.13	-0.44	1.5	5%	1	19	i	-5	4.2	2.4	5.4	i	i	38	-1.0	1128	6%
COC(=O)c1cc(C(=O)c2ccc(Cl)cc2)n2c(=O)/c(=C\N(C)C)sc12	-0.34	-0.11	0.24	0.19	7%	2	14	+	18*	2.9	2.2	1.9	i	i	46	5.7	897	-2%

3 compounds out of the list, ordered by formula weight, high to low:
Compound	Dynein cargo inh	Dynein cargo inh cytoplasmic EGFP	Dynein cargo inh nuclear GR-EGFP	Dynein cargo inh cell count	P. falciparum M1AAP	WT yeast gro inh	WT yeast gro inh mutant strain	Autophagy mod	Autophagy mod cell loss 18 h	MT stabilizer	MT stabilizer Hoechst-high %	MT stabilizer cytotoxicity %	Yfh1-off respiration	T cell modulator	T cell modulator vesicle-bound %	b-catenin transl	b-catenin transl cell count 5 µM	P. falciparum M17LAP
Cc1cc(C(=O)Nc2c(C)nn(Cc3ccc(Cl)cc3)c2C)no1	0.93	-0.26	1.4	-1.7	1%	21	5	i	7	1.6	1.4	5.9	i	i	18	-2.3	1070	-3%
CCOc1ccc(-n2c(=O)[nH]c3sc4c(c3c2=O)CCCC4)cc1	1.5	0.064	0.16	-0.56	3%	18	1	i	-11	3.3	1.9	3.9	i	i	26	-1.7	1132	-2%
COc1ccc(/C=C2\CCCC(C(=O)C(F)(F)F)=C2O)cc1	1.3	0.23	1.1	-1.3	-1%	19	14	i	-5	1.5	0.8	7.1	i	i	46	-3.1	1114	3%

Later entries.
Compound	Dynein cargo inh	Dynein cargo inh cytoplasmic EGFP	Dynein cargo inh nuclear GR-EGFP	Dynein cargo inh cell count	P. falciparum M1AAP	WT yeast gro inh	WT yeast gro inh mutant strain	Autophagy mod	Autophagy mod cell loss 18 h	MT stabilizer	MT stabilizer Hoechst-high %	MT stabilizer cytotoxicity %	Yfh1-off respiration	T cell modulator	T cell modulator vesicle-bound %	b-catenin transl	b-catenin transl cell count 5 µM	P. falciparum M17LAP
Cc1occc1-c1nnc(SCC(=O)Nc2ccccc2)n1C(C)c1ccccc1 (stereo unspecified)	0.16	-0.23	0.45	0.67	8%	13	6	i	-9	3.7	2.4	19	·	i	48	-4.4	977	-9%
O=C(NC1CCCCC1)c1c2c(nc3ccccc13)CCC2	0.29	0.11	-0.13	0.36	1%	-4	11	i	-9	3.3	1.8	2.3	i	i	34	0.4	1099	8%
CCCOC(=O)CC1C(=O)NCCN1Cc1ccccc1C (stereo unspecified)	0.021	-0.23	0.19	0.36	·	21	5	i	4	5.0	3.1	9.6	i	i	18	·	·	·
Cc1ccc(S(=O)(=O)/N=C(/NC(=S)Nc2cccc(C)c2)c2ccccc2)cc1	-0.15	-0.27	-0.082	0.29	-3%	3	-8	i	0	2.0	2.0	2.7	·	i	4	-0.8	1027	2%
CSC1CCCCC1(O)CSc1nc2c(cc1C#N)CCCC2 (stereo unspecified)	-0.27	0.14	0.45	-0.57	3%	-1	-24	i	4	1.0	2.8	26	i	·	·	1.2	985	3%
Cc1ccc(C(=O)N/C(=C\c2ccc(Cl)cc2)C(=O)NCCCN2CCOCC2)cc1	-0.82	0.2	-0.74	1.5	15%	-9	-8	i	-2	1.3	3.3	11	i	i	10	-2.3	961	25%
CCN(CC)c1ccc2cc(C(=O)O)c(=O)oc2c1	0.51	-0.26	0.095	-0.14	5%	-1	19	i	-11	4.8	4.0	6.1	i	i	57	-2.0	1073	-24%
CCOc1ccc(C(C)=O)cc1Cc1c(O)nc(N)[nH]c1=O	-1.4	-0.25	-0.99	0.29	9%	-5	2	i	-6	4.6	1.0	2.3	i	i	36	-0.4	925	3%
CCCCC(CCC(=O)O)(C(=O)OCC)c1csc(Nc2ccccc2)n1 (stereo unspecified)	-0.0064	-0.19	-0.064	-0.64	7%	-1	-8	i	53	2.0	2.4	7.5	i	i	43	0.1	1528	-7%
